Assay outcomes: PubChem BioAssay, University of Kansas High Throughput Screening Laboratory
Pf apPOL inh: Pf-apPOL DNA polymerase inhibition | Recombinant Pf-apPOL, molecular beacon fluorescence, 1.5 h | 210,000 compounds, 0.25% hits | inhibition, % at 10 µM | AID 1794808
mHTT CaM bind: mHTT-calmodulin interaction abrogation; P42858; AlphaScreen His-mHTT/GST-CaM binding, luminescence; inhibition, % at 15 µM; 190,000 compounds, 3.6% hits; AID 1671202;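 note: 0% = both proteins with DMSO and 100% = one protein alone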
Target sequence (P42858 whole entry, looked up, stated change not applied): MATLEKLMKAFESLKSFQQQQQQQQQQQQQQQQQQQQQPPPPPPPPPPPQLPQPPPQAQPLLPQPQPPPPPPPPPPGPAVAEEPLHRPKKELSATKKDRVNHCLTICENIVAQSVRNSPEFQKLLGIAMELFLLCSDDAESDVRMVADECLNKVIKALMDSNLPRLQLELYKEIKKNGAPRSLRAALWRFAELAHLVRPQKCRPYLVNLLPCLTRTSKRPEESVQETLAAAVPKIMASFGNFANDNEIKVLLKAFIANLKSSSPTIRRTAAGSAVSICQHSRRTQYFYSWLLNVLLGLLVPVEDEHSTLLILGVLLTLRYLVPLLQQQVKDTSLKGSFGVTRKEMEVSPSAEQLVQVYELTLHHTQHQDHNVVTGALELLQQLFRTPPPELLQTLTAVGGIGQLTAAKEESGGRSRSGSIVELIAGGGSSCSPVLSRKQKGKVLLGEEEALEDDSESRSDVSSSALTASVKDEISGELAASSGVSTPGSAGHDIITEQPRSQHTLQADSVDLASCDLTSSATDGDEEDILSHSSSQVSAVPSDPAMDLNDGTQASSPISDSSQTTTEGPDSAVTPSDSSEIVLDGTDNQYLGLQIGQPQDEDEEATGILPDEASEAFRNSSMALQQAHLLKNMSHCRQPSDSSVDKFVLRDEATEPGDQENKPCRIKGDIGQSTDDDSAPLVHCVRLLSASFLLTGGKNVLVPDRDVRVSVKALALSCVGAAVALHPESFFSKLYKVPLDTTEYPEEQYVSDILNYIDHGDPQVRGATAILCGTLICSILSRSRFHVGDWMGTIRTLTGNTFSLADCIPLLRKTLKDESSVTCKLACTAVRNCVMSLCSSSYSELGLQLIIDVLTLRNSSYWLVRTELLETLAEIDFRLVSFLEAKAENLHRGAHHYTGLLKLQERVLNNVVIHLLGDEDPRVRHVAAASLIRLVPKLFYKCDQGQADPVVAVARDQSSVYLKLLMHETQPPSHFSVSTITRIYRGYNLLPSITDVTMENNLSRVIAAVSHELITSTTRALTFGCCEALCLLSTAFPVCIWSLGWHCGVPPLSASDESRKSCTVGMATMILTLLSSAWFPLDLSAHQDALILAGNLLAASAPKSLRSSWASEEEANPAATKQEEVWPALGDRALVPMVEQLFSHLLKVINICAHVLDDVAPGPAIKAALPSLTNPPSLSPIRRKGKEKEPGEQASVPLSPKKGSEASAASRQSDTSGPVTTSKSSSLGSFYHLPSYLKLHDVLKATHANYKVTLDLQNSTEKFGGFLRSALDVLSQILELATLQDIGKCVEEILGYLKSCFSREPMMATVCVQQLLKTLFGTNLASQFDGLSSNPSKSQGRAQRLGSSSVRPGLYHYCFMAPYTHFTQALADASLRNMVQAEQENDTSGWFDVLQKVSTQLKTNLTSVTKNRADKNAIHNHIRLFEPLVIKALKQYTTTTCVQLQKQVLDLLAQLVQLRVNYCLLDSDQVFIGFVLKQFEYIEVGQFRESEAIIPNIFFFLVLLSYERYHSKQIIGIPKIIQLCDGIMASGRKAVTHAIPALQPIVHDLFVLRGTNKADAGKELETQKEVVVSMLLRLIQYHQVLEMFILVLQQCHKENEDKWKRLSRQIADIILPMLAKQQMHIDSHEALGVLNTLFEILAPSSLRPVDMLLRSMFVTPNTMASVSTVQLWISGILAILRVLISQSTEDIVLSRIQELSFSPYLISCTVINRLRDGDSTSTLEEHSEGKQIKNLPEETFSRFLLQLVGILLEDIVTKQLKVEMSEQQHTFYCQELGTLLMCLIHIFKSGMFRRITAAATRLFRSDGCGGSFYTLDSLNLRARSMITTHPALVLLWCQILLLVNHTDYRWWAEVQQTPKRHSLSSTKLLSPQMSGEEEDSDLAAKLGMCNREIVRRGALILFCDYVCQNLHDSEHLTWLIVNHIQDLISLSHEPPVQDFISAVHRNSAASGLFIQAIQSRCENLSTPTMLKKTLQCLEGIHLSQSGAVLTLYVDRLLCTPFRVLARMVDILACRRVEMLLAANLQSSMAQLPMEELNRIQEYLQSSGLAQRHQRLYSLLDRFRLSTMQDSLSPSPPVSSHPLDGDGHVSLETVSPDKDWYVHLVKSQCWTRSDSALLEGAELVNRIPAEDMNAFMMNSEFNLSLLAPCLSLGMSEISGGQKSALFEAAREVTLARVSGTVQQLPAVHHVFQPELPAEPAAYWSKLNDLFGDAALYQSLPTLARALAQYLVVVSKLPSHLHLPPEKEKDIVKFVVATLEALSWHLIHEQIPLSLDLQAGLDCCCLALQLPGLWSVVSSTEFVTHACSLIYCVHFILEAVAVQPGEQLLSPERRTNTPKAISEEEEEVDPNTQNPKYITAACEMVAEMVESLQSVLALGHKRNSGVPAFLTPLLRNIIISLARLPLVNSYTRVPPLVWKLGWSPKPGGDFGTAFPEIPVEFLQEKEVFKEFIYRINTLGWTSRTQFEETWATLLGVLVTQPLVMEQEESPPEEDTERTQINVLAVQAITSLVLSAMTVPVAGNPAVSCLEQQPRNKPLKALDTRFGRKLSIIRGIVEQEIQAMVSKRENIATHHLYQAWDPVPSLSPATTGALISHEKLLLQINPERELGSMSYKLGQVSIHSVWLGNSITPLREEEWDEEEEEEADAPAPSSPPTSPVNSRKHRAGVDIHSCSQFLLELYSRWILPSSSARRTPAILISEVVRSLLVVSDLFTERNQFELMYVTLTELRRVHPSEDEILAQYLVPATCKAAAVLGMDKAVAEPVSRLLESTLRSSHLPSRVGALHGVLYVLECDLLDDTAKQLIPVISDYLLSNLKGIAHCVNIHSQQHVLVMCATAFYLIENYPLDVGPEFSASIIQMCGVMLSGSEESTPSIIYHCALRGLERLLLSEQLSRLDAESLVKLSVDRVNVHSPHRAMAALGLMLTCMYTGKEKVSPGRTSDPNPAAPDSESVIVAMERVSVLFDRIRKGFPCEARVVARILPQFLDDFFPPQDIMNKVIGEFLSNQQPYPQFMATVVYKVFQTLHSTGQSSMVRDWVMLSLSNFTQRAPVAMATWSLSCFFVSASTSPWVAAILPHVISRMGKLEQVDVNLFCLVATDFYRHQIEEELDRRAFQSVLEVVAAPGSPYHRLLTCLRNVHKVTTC
* = called active by the depositor; i = inactive; / = not tested or not shown; & = joins results of further samples. Cut-off read from the data, not from the text of the source: active = inhibition above about 50%; inactive = the rest.

entry	mol	Pf apPOL inh	mHTT CaM bind
1	Cc1cccc(N2CCN(C(=O)c3cc(C)n4nccc4n3)CC2)c1	-1	-1
2	CCn1c2c(c3cc(C)ccc31)CCCC2=O	11	-36
3	CN1c2cc(F)ccc2C(=O)NC12CCN(C(=O)Cc1ccccc1)CC2	-3	25
4	COc1cc2oc(=O)cc(-c3ccc(-c4ccc(N(C)C)cc4)cc3)c2c(OC)c1OC	1	-7
5	O=S(=O)(Nc1nccs1)c1ccc(N=Cc2cc(Cl)cc(Cl)c2O)cc1	-2	11
6	CC12CCC3c4cc(Br)c(O)cc4CCC3C1CCC2O (stereo not drawn)	-2	11
7	CC(=O)Nc1nc(C)c(-c2csc(Nc3ccccn3)n2)s1	-1	54*
8	CC(CC(=O)N1CCOCC1)c1ccccc1 (stereo not drawn)	-16	1
9	O=[N+]([O-])c1ccc(-c2cn3c(n2)sc2ccccc23)cc1	-6	4
10	O=[N+]([O-])c1ccc(-c2ncnn2-c2ccc(Cl)cc2)cc1	4	-2
11	Cc1cccc(S(=O)(=O)N2CCCC(C)(C(=O)NCc3ccccc3)C2)c1 (stereo not drawn)	-4	-1
12	COc1ccc(C(=O)Nc2ccccc2)cc1S(=O)(=O)Nc1ccc(Cl)cc1	-6	4
13	O=C(CCC1CCCN(C(=O)Nc2ccccc2)C1)NCc1ccc(F)cc1F (stereo not drawn)	-3	-6
14	O=c1[nH]c2ccc([N+](=O)[O-])cc2o1	-2	-1
15	O=C(NCc1cccc(C(F)(F)F)c1)c1ccc(-c2cncnc2)nc1	2	2
16	O=[N+]([O-])c1ccc(S(=O)(=O)Nc2ccccc2)cc1	-3	4
17	CN(C)C=C(C#N)S(=O)(=O)c1ccsc1	10	/
18	C=CCNc1nc(-c2ccc([N+](=O)[O-])cc2)cs1	-2&9	-1&2
19	CCCCNC(=O)NC(C(=O)OC)C12CC3CC(CC(C3)C1)C2 (stereo not drawn)	-5	-6
20	O=C(Nc1ccc([N+](=O)[O-])cc1Cl)c1cccnc1	-3&-12	2&-1
21	CCCC(=O)N1CCCC2(CC(c3ccc(C#N)cc3)=CO2)C1 (stereo not drawn)	-7	5
22	O=C(Nc1ccccc1)C1C(c2ccccc2)C1(Cl)Cl (stereo not drawn)	-8	-33
23	Cc1nnsc1C(=O)NCC1(c2cccs2)CC1	-8	-13
24	COc1ccc(OCC(=O)Nc2cc(-c3nc4ncccc4o3)ccc2C)cc1	-3	8
25	Cc1cc(C)cc(C(=O)N2CCCC(COc3ccc(C(=O)N4CCCC4)cc3)C2)c1 (stereo not drawn)	21	17
26	CCN=C1SC(CC(=O)Nc2cccc(C(=O)O)c2)C(=O)N1CC (stereo not drawn)	1	-3
27	CCc1ccccc1NC(=O)CN(c1cccc(C)c1C)S(C)(=O)=O	-3	-2
28	COc1ccc(-c2cnc(SCC#N)n2Cc2ccccc2)cc1	0	26
29	COc1ccc(N2CCN(C(=O)c3c(-c4c(F)cccc4Cl)noc3C)CC2)cc1	0	14
30	CC(NC(=O)c1cc(=O)n(C)c(=O)n1C)C12CC3CC(CC(C3)C1)C2 (stereo not drawn)	/	-3

(next part)
entry	mol	Pf apPOL inh	mHTT CaM bind
31	O=C1C2CC=C(Cl)CC2C(=O)N1c1cccc2cccnc12 (stereo not drawn)	9	3
32	CCCOc1ccc(N2C(=O)CC(NCCNc3ccc([N+](=O)[O-])cn3)C2=O)cc1 (stereo not drawn)	-7	13
33	Cn1c(=O)c(N2CCN(C(=O)c3ccc(F)cc3F)CC2)nc2ccncc21	3	3
34	COC(=O)c1ccc(NC(=O)C(=O)NCCN2CCN(c3ccccc3F)CC2)cc1	-5	-10
35	COc1ccc(N(C(C)C(=O)Nc2ccc(C(C)C)cc2)S(C)(=O)=O)cc1 (stereo not drawn)	-29	4
36	CCCCNC(=O)CC1CCN(C(=O)c2[nH]c(C)cc2C)CC1	-5	-1
37	CN(C)CCNC(=O)C12CC3(C)CC(C)(CC(Br)(C3)C1)C2	3	-2
38	CCOC(=O)c1[nH]c(C)c(S(=O)(=O)NC2CCCCNC2=O)c1C (stereo not drawn)	-4	/
39	Cc1ccc(C(=O)NCCN2Cc3ccccc3C2=O)cc1	0	-1
40	COCCNS(=O)(=O)c1cc(Cl)ccc1OC	-1	-7
41	Cc1cc2ccccc2n1CCNC(=O)c1c(F)cccc1Cl	-6	40
42	COc1ccccc1C(=O)N1CCCC(c2ccnc(-c3cccc(F)c3)n2)C1 (stereo not drawn)	-4	51*
43	Cc1nnc(SCC(=O)Nc2ccc(Br)cc2)[nH]c1=O	-7	-3
44	CC(C)(C)C(=O)N1CCCC(COc2cccc(C(=O)NC3CC3)c2)C1 (stereo not drawn)	-5	-5
45	CC(C)(C)c1cc(C(=O)NCc2ccc(F)cc2)nc2ccnn12	-1	-66
46	O=C(c1cc2c(s1)CCC(C(=O)N1CCN(c3ccccn3)CC1)C2)N1CCCC1 (stereo not drawn)	-10	10
47	CN1C(=O)c2cccnc2Sc2cc(C(=O)NCc3ccccc3Cl)ccc21	4	3
48	CN1C(=O)C2(CCN(C(=O)Cc3cccc(F)c3)C2)c2ccccc21 (stereo not drawn)	4	16
49	CN(CC#N)C(=O)c1ccc2c(c1)nnn2C1CCCCC1	-5	0
50	CC(=O)Nc1ccc(-c2noc(C3CCCN(C(=O)CCC4CCCC4)C3)n2)cc1 (stereo not drawn)	-3	17
51	CC1(C)CC(=O)C2=C(C1)N(c1ncn[nH]1)C(N)=C(C#N)C2c1ccc(Cl)cc1Cl (stereo not drawn)	-2	0
52	COc1ccccc1N(CC(=O)NC1CC2CCC1C2)S(C)(=O)=O (stereo not drawn)	5	2
53	Cc1nc(-n2nc(C)c(Cl)c2C)sc1C(=O)N1CCCC1	-3	3
54	CC(C)CN(CC(C)C)C(=O)CCN1C(=O)c2ccccc2C1=O	-6	-3
55	O=C(COc1ccc(F)cc1)N1CCC(n2nc(-c3ccsc3)ccc2=O)CC1	-4	92*
56	O=C(c1ccc(-c2cccs2)nc1)N1CCN(C2CCCCC2)CC1	-3	14
57	Cc1[nH]nc2c1C(c1cc(Br)c(C)s1)C(C#N)=C(N)O2 (stereo not drawn)	1	4&16
58	O=C1c2ccccc2C2(c3ccccc3)N1CCN2S(=O)(=O)c1cccc(C(F)(F)F)c1 (stereo not drawn)	0	/
59	CCC1CCCCN1C(=O)c1ccc(C)c(C)c1 (stereo not drawn)	-4	2
60	Cc1noc(-c2nn(C)c3c2CN(C(=O)CCCc2ccccc2)CC3)n1	-3	1

Four structures from above, sorted by length of the SMILES, lowest first:
entry	mol	Pf apPOL inh	mHTT CaM bind
2	CCn1c2c(c3cc(C)ccc31)CCCC2=O	11	-36
21	CCCC(=O)N1CCCC2(CC(c3ccc(C#N)cc3)=CO2)C1 (stereo not drawn)	-7	5
19	CCCCNC(=O)NC(C(=O)OC)C12CC3CC(CC(C3)C1)C2 (stereo not drawn)	-5	-6
26	CCN=C1SC(CC(=O)Nc2cccc(C(=O)O)c2)C(=O)N1CC (stereo not drawn)	1	-3

(continued)
entry	mol	Pf apPOL inh	mHTT CaM bind
61	CCOc1ccc(-n2cc(C(=O)O)c3cc(OC)c(OC)cc3c2=O)cc1	-4	-3
62	O=C(NCc1ccco1)c1ccc2c(c1)NC(=O)C(N1CCCCC1)S2 (stereo not drawn)	-11	14
63	Cc1cc(F)ccc1NC(=O)C1CCCN(C(=O)Cc2cccc3ccccc23)C1 (stereo not drawn)	-1	-11
64	Cc1ccccc1C(=O)N1CCc2c(c(-c3nc(-c4cccc(F)c4)no3)nn2C)C1	-6	0
65	CC1(C)CC(=O)c2c(CC3CC(=O)NC(=O)C3)nn(-c3ccccc3)c2C1	-3	4
66	CCc1ccc(CNC(=O)C2CCCN(c3nccnc3Oc3ccccc3)C2)cc1 (stereo not drawn)	-4	9
67	O=[N+]([O-])c1ccc(Cl)c(N=Cc2ccc(Br)c([N+](=O)[O-])c2)c1	-4	11
68	CN1C(=O)c2ccccc2C(C(=O)O)C1c1cc2c(cc1[N+](=O)[O-])OCO2 (stereo not drawn)	0	15
69	Cc1ccc(CN2CCCC(CO)C2)c(C)c1 (stereo not drawn)	-2	-4
70	O=C1C(=Cc2cccnc2)Oc2c1ccc1c2CN(Cc2ccc3c(c2)OCO3)CO1	-13	8
71	O=C1C2C(c3ccccc3)OC3(C(=O)c4ccccc4C3=O)C2C(=O)N1c1cccc(F)c1 (stereo not drawn)	-11	6
72	Cc1ccc(N2CCC(NC(=O)Cc3cccs3)C2=O)cc1C (stereo not drawn)	30	9
73	Nn1c(SCc2cc(F)c(F)cc2Cl)nnc1-c1ccccc1	0	-4
74	Cn1c(=O)[nH]cc(C(=O)Nc2ccc(F)c(Cl)c2)c1=O	5	16
75	CC(=Cc1ccccc1)C=C(C#N)c1nc(-c2cc3ccccc3oc2=O)cs1	-9	7
76	Cc1ccc(S(=O)(=O)OCC2COc3cc4c(cc3O2)OCO4)cc1 (stereo not drawn)	2	/
77	COc1cccc(CN2CCN(C(=O)CC(C)C)CC2)c1	5	-8
78	O=C(O)c1ccc(Br)c(S(=O)(=O)N2CCCC2)c1	-4	-3
79	COc1ccccc1CNC(=O)c1cnn2c(C)c(Cc3ccc(F)cc3)c(C)nc12	-7	24
80	CC1CCC(NC(=O)CCCn2c(=S)[nH]c3cc4c(cc3c2=O)OCO4)CC1 (stereo not drawn)	-3	-1
81	COc1ccccc1NC(=O)N1CCC(CNC(=O)c2ccc(Br)o2)CC1	-7	-4
82	COc1ccc(OCCCN2CCCC(C)C2)cc1 (stereo not drawn)	-11	1
83	O=c1c2ccccc2oc2ccc(Oc3ccccc3)cc12	4	-97
84	CCC(C)(C)C1CCc2[nH]nc(C(=O)NN)c2C1 (stereo not drawn)	-2	8
85	CCn1cnnc1C1CCCN(C(=O)c2ccc(OC)c(F)c2)C1 (stereo not drawn)	-5	2
86	O=c1c(-c2cscn2)c(C(F)(F)F)oc2cc(O)ccc12	-8	5
87	O=C1c2ccccc2C(=O)c2c1cc(S(=O)(=O)O)c(O)c2O	/	52*
88	O=C(NCCC1=CCCCC1)C(=O)NCC1COC2(CCCCC2)O1 (stereo not drawn)	-4	-4
89	CC1(C)Cc2ccccc2C(N)=C1C#N	3	8
90	O=C(O)c1c[nH]c2c(F)c(F)c(F)c(NCc3ccccc3)c2c1=O	0	4

Next records follow.
entry	mol	Pf apPOL inh	mHTT CaM bind
91	O=C1C2C3C=CC(C2C(=O)N1Cc1ccccc1)C1C2C(=O)N(Cc4ccccc4)C(=O)C2C31 (stereo not drawn)	-2	-1
92	O=C(NCc1nc2ccccc2[nH]1)c1cc(-c2ccc(F)cc2)c[nH]1	-20	16
93	COc1cc(N=Cc2c(C)[nH]n(-c3ccccc3)c2=O)c(OC)cc1Cl	-8	13
94	CCc1cc(C2CCCN2Cc2ccc(OC(C)C)c(OC)c2)on1 (stereo not drawn)	-3	7
95	CNC(=O)N1CCCC(c2cccc(C(=O)NCc3cc(OC)ccc3OC)c2)C1 (stereo not drawn)	4	5
96	COc1ccc(-n2nc3c(c2NC(=O)c2ccc(S(=O)(=O)N(C)C)cc2)CSC3)cc1	-2	25
97	COc1cc(OC)cc(C(=O)Nc2ccc(-c3nc4ncccc4o3)cc2)c1	-6	0
98	Cc1cc(C)n(CC(=O)Nc2ccc3c(c2)OCCO3)c(=O)c1C#N	-6	-17
99	CSCc1nnc(NC(=O)c2ccc(S(=O)(=O)N3CCCc4ccccc43)cc2)o1	-60	46
100	CC(=O)/C(=N\Nc1ccc(C)cc1)N1CCOCC1	3	i
101	COc1cc(C(=O)Nc2ccccc2-c2ccccc2)cc(OC)c1OC	-3	-3
102	O=C(CSc1nc2c(c(=O)n1-c1ccc(Cl)cc1)SCC2)Nc1ccc(F)cc1F	-13	0
103	COc1ccc(Cl)cc1C(=O)NCC1CCN(C2CCCC2)CC1	-9	-8
104	CSc1ccc(CN2CCCC2c2cc(C)no2)cc1 (stereo not drawn)	-7	2
105	CN(C)c1ccc(NC(=O)c2cccc([N+](=O)[O-])c2)cc1	8	17
106	COc1ccc(OC)c(CNC(=O)CC2CCN(C(=O)C3CCCCC3)CC2)c1	-12	10
107	CN(CC1CC(c2ccc(Cl)cc2)=NO1)C(=O)c1cccc(F)c1 (stereo not drawn)	-9	-2
108	Cc1ccccc1CS(=O)(=O)c1ccc(C(=O)N2CCCCC2)cc1[N+](=O)[O-]	-24	11
109	COc1ccc(C2=N/C(=C\c3cc(Br)ccc3F)C(=O)O2)cc1OC	-2	-1
110	COc1cccc(OC)c1OCCNCC1COc2ccccc2O1 (stereo not drawn)	-2	/

Grouped by structure, the entries above containing an NH in an aromatic ring.
entry	mol	Pf apPOL inh	mHTT CaM bind
14	O=c1[nH]c2ccc([N+](=O)[O-])cc2o1	-2	-1
36	CCCCNC(=O)CC1CCN(C(=O)c2[nH]c(C)cc2C)CC1	-5	-1
38	CCOC(=O)c1[nH]c(C)c(S(=O)(=O)NC2CCCCNC2=O)c1C (stereo not drawn)	-4	/
43	Cc1nnc(SCC(=O)Nc2ccc(Br)cc2)[nH]c1=O	-7	-3
51	CC1(C)CC(=O)C2=C(C1)N(c1ncn[nH]1)C(N)=C(C#N)C2c1ccc(Cl)cc1Cl (stereo not drawn)	-2	0
57	Cc1[nH]nc2c1C(c1cc(Br)c(C)s1)C(C#N)=C(N)O2 (stereo not drawn)	1	4&16
74	Cn1c(=O)[nH]cc(C(=O)Nc2ccc(F)c(Cl)c2)c1=O	5	16
80	CC1CCC(NC(=O)CCCn2c(=S)[nH]c3cc4c(cc3c2=O)OCO4)CC1 (stereo not drawn)	-3	-1
84	CCC(C)(C)C1CCc2[nH]nc(C(=O)NN)c2C1 (stereo not drawn)	-2	8
90	O=C(O)c1c[nH]c2c(F)c(F)c(F)c(NCc3ccccc3)c2c1=O	0	4
92	O=C(NCc1nc2ccccc2[nH]1)c1cc(-c2ccc(F)cc2)c[nH]1	-20	16
93	COc1cc(N=Cc2c(C)[nH]n(-c3ccccc3)c2=O)c(OC)cc1Cl	-8	13
